Screening results as filed in PubChem BioAssay.
MPTP block: mitochondrial permeability transition pore inhibitors, primary screen, biochemical, isolated mouse mitochondria, absorbance. 360,000 tested, 1.4% active. inhibition, % at 10 µM. Ca2+ swelling absorbance, 30 min. AID 602449, 2012;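 active = inhibition of 50% or more, scaled per plate between neutral and stimulator controls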;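 note: 0% = DMSO wells given calcium and 100% = 1 mM EGTA wells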
ATG4B inh: ATG4B protease inhibitors, primary screen, biochemical, fluorescence, uHTS; ATG4B cleavage of LC3-PLA2, NBD-HPC fluorescence, 1 h; inhibition, % at 8.33 µM; 340,000 tested, 0.51% active; AID 504462, 2011; Cysteine protease ATG4B (Homo sapiens), Q9Y4P1; in the data active = inhibition above about 40%
Target sequence (Q9Y4P1 whole entry, looked up): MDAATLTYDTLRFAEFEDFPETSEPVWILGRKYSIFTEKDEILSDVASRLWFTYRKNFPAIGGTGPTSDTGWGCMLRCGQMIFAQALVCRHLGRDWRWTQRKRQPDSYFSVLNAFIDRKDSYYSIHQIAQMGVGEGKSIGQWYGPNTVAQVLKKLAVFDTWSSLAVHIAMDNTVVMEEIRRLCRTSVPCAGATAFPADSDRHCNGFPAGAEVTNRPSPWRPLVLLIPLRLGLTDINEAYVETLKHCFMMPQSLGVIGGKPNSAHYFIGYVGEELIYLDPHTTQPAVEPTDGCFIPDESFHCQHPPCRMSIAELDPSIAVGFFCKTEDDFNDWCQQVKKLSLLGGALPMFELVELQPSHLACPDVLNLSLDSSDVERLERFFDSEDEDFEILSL
* = called active by the depositor. These rows are one share of the data; rates above refer to the full screens.

MPTP block	ATG4B inh	smiles
3.2	-2	COc1cc(OC)c(OC)cc1CNC(=O)c1cc(S(=O)(=O)N(C)c2ccccc2OC)ccc1C
0.3	2	Cn1c(=O)c2[nH]c(Cc3ccsc3)nc2n(C)c1=O
-0.7	-6	C=CCn1c(SCC(=O)N(CC)C2CCS(=O)(=O)C2)nc2scc(-c3ccccc3)c2c1=O (configuration not stated)
-2.0	-6	CN(C(=O)c1cccc(NC(=O)Cc2ccc(NC(=O)C3CCN(S(=O)(=O)c4cccc([N+](=O)[O-])c4)CC3)cc2)c1)C1CC1
46	41*	N#Cc1c(N)[nH]c2ccc(Sc3ccccc3)cc12
0.2	-8	Cc1cccc(NS(=O)(=O)c2ccc(C)c(C(=O)NNC(=O)c3csc(N4CCOCC4)n3)c2)c1
-0.8	4	CC(=O)C1(O)CCC2C3CCC4CC(O)CCC4(C)C3C(=O)CC21C (configuration not stated)
0.3	-10	Cc1onc(-c2c(F)cccc2Cl)c1C(=O)OCC(=O)Nc1cccc(S(=O)(=O)N(C)C)c1
-0.9	-4	Nc1ccn([C@@H]2O[C@H](CO)[C@@H](O)[C@H]2O)c(=O)n1
2.3	-13	COc1ccc(C(=O)CC(=O)C(=O)Nc2ccc(C)c(Cl)c2)cc1
0.4	-7	CC(=O)c1ccccc1NC(=O)CN1C(=O)NC2(CCCCCCC2)C1=O
0.2	4	O=[N+]([O-])c1ccccc1C=NN1CCCCCC1
-2.0	-3	CC1CN(C(C)C)C(=S)NC1=O (configuration not stated)
1.4	-4	CCOC(=O)COc1ccc2ccccc2c1/C=C/[N+](=O)[O-]
0.0	-6	OC1COC(c2ccccc2)OC1C(O)C1OC(c2ccccc2)OCC1O (configuration not stated)
1.8	-2	O=CNc1ccc2c3c(cccc13)-c1ccccc1-2
-3.6	34	Cc1ccc(-c2nnn(CC(=O)Nc3ccccc3-c3ccccc3)n2)c(-n2cnnn2)c1
-0.5	-11	Cc1cccc(-c2nc(CS(=O)CC(=O)NC3CCCC3)c(C)o2)c1 (configuration not stated)
-0.1	-19	CCC1CN2CCc3cc(OC)c(OC)cc3C2CC1CC1c2cc(OC)c(OC)cc2CCN1C(=O)C(Cc1c[nH]c2ccccc12)NC(=O)OC(C)(C)C (configuration not stated)
1.3	-14	COc1cccc(C2=CC(c3ccccc3)n3nnnc3N2)c1 (configuration not stated)

Reformatted as a markdown table: part of the list above.
| mol | MPTP block | ATG4B inh |
| --- | --- | --- |
| Cc1cccc(NS(=O)(=O)c2ccc(C)c(C(=O)NNC(=O)c3csc(N4CCOCC4)n3)c2)c1 | 0.2 | -8 |
| CC(=O)C1(O)CCC2C3CCC4CC(O)CCC4(C)C3C(=O)CC21C (configuration not stated) | -0.8 | 4 |
| Cc1onc(-c2c(F)cccc2Cl)c1C(=O)OCC(=O)Nc1cccc(S(=O)(=O)N(C)C)c1 | 0.3 | -10 |
| Nc1ccn([C@@H]2O[C@H](CO)[C@@H](O)[C@H]2O)c(=O)n1 | -0.9 | -4 |
| COc1ccc(C(=O)CC(=O)C(=O)Nc2ccc(C)c(Cl)c2)cc1 | 2.3 | -13 |
| CC(=O)c1ccccc1NC(=O)CN1C(=O)NC2(CCCCCCC2)C1=O | 0.4 | -7 |
| O=[N+]([O-])c1ccccc1C=NN1CCCCCC1 | 0.2 | 4 |
| CC1CN(C(C)C)C(=S)NC1=O (configuration not stated) | -2.0 | -3 |
| CCOC(=O)COc1ccc2ccccc2c1/C=C/[N+](=O)[O-] | 1.4 | -4 |
| OC1COC(c2ccccc2)OC1C(O)C1OC(c2ccccc2)OCC1O (configuration not stated) | 0.0 | -6 |
| O=CNc1ccc2c3c(cccc13)-c1ccccc1-2 | 1.8 | -2 |
| Cc1ccc(-c2nnn(CC(=O)Nc3ccccc3-c3ccccc3)n2)c(-n2cnnn2)c1 | -3.6 | 34 |
| Cc1cccc(-c2nc(CS(=O)CC(=O)NC3CCCC3)c(C)o2)c1 (configuration not stated) | -0.5 | -11 |
| CCC1CN2CCc3cc(OC)c(OC)cc3C2CC1CC1c2cc(OC)c(OC)cc2CCN1C(=O)C(Cc1c[nH]c2ccccc12)NC(=O)OC(C)(C)C (configuration not stated) | -0.1 | -19 |
| COc1cccc(C2=CC(c3ccccc3)n3nnnc3N2)c1 (configuration not stated) | 1.3 | -14 |

Next section.
MPTP block	ATG4B inh	smiles
1.2	1	CCc1ccc(NC(=O)CN2CCN(c3ccc(OC)cc3)CC2)cc1
-1.3	2	O=C(NNCc1ccccc1)c1ccccn1
-0.6	-4	C=CS(=O)(=O)c1c2cc(OC)ccc2nc2ccc(OC)cc12
-0.6	-1	O=C(O)C1C2CCC(CC2)C1C(=O)O (configuration not stated)
0.1	-10	CC(C)c1nc2sc3c(SCCN(C)C)ncnc3c2c2c1CCC2
81*	5	O=C1NC(=O)C(=Cc2ccc(Cl)cc2Cl)S1
-0.5	4	COc1ccc(OC)c(Cc2cnc3nc(N)nc(N)c3c2C)c1
-1.7	-2	Nc1nc(=O)c2ccccc2s1
-1.3	-9	COc1ccc(C(=O)N2CCN(S(=O)(=O)c3ccc(C)cc3C)CC2)cc1S(=O)(=O)N1CCOCC1
-1.4	-5	O=C1CCCCC1CCc1ccncc1 (configuration not stated)
3.4	24	O=[N+]([O-])c1cc2oc3c(c2c(C=NCc2ccncc2)c1O)CCCC3
-0.1	3	NC(N)=N/N=C(\N=Nc1ccccc1)c1cccc2cccnc12
2.5	-6	COc1cc(Nc2nc3c(N)cc(C(F)(F)F)cc3nc2-c2ccccc2)cc(OC)c1OC
23	-7	CC(C)NCc1c(O)c(Br)cc2oc3c(c12)CCCC3
0.4	10	COc1ccccc1CNC(=O)c1cc(S(=O)(=O)N2CCN(c3ccccc3)CC2)ccc1Cl
-0.7	11	O=S(=O)(N1CCCCC1)N1CCN(c2cc(Cl)ccc2Cl)CC1
-0.7	-8	COc1oc(C(=O)NC2CCCCC2)c(-c2ccc(Cl)cc2)c1S(=O)(=O)c1ccccc1
0.1	3	CC(C)C[C@@H](CN)NC(=O)c1nc[nH]c1C(=O)N[C@@H](Cc1ccccc1)C(=O)CNC[C@H](C)NC(=O)c1nc[nH]c1C(=O)N[C@@H](C)C(=O)O
-0.1	-15	CCC(=O)Nc1cc2c(cc1Cl)-c1ccccc1C2
-0.5	1	Cn1cnc([N+](=O)[O-])c1S(=O)(=O)Nc1ccccc1
0.2	0	Cn1c(=O)n(C)c2cc(CNc3ccc(N4CCOCC4)c(C(=O)O)c3)ccc21
0.0	5	COc1ccc(C2CN=NC2C(=O)c2ccccc2)cc1 (configuration not stated)
-3.3	-1	CC(C)COc1ccc(C(=O)OCCN2CCOCC2)cc1
-0.3	-2	O=C(CCCC(=O)NN=Cc1cccc(O)c1)NN=Cc1cccc(O)c1
0.5	-14	CC12CCC(=O)CC1CCC1C2CCC2(C)C1CCC2(O)C(=O)CO (configuration not stated)
-0.5	-1	O=S(=O)(CCN1CCCCC1)CCS(=O)(=O)CCN1CCCCC1
-1.2	6	O=C(O)c1cc(=O)n(Cc2ccccc2)c(=O)[nH]1
0.4	6	Cc1c(C#N)c(O)[nH]c(=O)c1N=Nc1ccc(Br)cc1C(=O)O
-0.8	-1	CC1(c2ccc3ccccc3c2)CCC(=O)O1 (configuration not stated)
-0.2	0	COc1cc(OC)c(C(=O)Nc2cc(S(=O)(=O)N3CCOCC3)ccc2N2CCN(C)CC2)cc1OC
2.4	-6	COc1ccc(CCNS(=O)(=O)c2cccc(S(=O)(=O)N3CCCC3)c2)cc1OC
2.1	2	O=C1C2CCCCN2C(=O)N1CCCCN1CCN(c2cccc(C(F)(F)F)c2)CC1 (configuration not stated)
1.6	0	COc1ccc(Br)cc1/C=C/C(=O)c1ccc(NC(C)=O)cc1
1.7	-4	C(=NOCc1ccccc1)c1cccnc1
2.5	51*	O=C(O)c1ccccc1NS(=O)(=O)c1ccc(N/N=C/c2cccc(O)c2O)c([N+](=O)[O-])c1
1.7	-3	CN(C(=O)c1ccc(NC(=O)Cc2ccc(NC(=O)C3CCN(S(=O)(=O)c4cccc([N+](=O)[O-])c4)CC3)cc2)cc1)C1CCCC1
0.8	15	Cc1ccc(O)c(NC2=C(Cl)C(=O)N(Cc3ccccc3)C2=O)c1
2.1	-18	Cc1ccc(Cl)cc1N1CCN(C(=O)c2cccc3c(=O)c(C)c(-c4ccccc4)oc23)CC1
1.2	-6	COc1ccc(-c2c(C#N)c(N)nc3sc(C(=O)c4ccccc4)c(N)c23)cc1
0.1	4	C=CC1=CCN(S(=O)C(C)(C)C)[C@H]1CCO (some centres not stated)
-1.2	-2	O=C1NC(=O)C(c2ccccc2)(c2ccccn2)N1 (configuration not stated)
0.4	-19	CCOc1ccc(NC(=O)CN(C)C(=O)c2cccc(S(=O)(=O)N3CCN(C)CC3)c2)cc1OCC
-0.5	1	Nc1nc(-c2cccnc2)nn1C(=O)c1ccccc1Cl
33	26	O=C(CSc1ccsc1[N+](=O)[O-])Nc1cccc(F)c1
-2.2	-27	Cc1ccc(S(=O)(=O)N2CCN(C(=O)[C@H](Cc3ccccc3)NC(=O)c3ccco3)CC2)cc1
5.4	5	Clc1cncc(Cl)c1NNc1c2ccccc2nc2ccccc12
1.1	-1	CCCn1c2ccc(F)cc2c2nnc(SCCN3CCOCC3)nc21
76*	8	O=C1OC(c2ccccc2)(c2cc(Br)ccc2O)c2ccccc21 (configuration not stated)
2.2	-11	O=C(N/N=C/c1ccc(Br)cc1)c1ccc(NC(=O)c2ccccc2)cc1
0.3	4	COc1cccc(C2c3cc4c(cc3OC(NNC(N)=O)C2C)OCO4)c1O (configuration not stated)

More records follow:
MPTP block	ATG4B inh	smiles
-1.1	-8	CCOC(=O)c1c(C)c(C(=O)NC2CCCCCC2)c(C)n1C
0.7	-5	CC1CC(=Cc2ccc([N+](=O)[O-])cc2)C(=O)O1 (configuration not stated)
1.3	15	O=C(Nc1ccccc1N1CCN(c2ccc(F)cc2)CC1)C1CCCCC1
-1.3	-4	S=c1nc2[nH]c3ccccc3c2n[nH]1
2.6	-7	O=S1(=O)CCN(c2ccccc2CC(c2c[nH]c3ccccc23)c2c[nH]c3ccccc23)CC1
-1.5	-6	CCOC(=O)C(CO)NC(=O)C1(NC(C)=O)CCCC1 (configuration not stated)
-2.3	-6	COc1ccc(NC(=O)/C(=C/c2cccnc2)NC(=O)c2cccs2)cc1
1.8	-1	COc1cc(C=CC(=O)c2cc(OC)c(OC)c(OC)c2)cc(OC)c1OC
-2.1	-9	CC1(C)C(=O)Nc2ccccc2N1C(=O)COC(=O)CNS(=O)(=O)c1ccc(Br)cc1Cl
-1.1	-2	CCCN(CC(=O)Nc1ccc(F)c(F)c1F)C(=O)Cc1ccc(OC)c(S(=O)(=O)N2CCOCC2)c1
0.2	9	CNC(=O)c1sc(N2N=C3/C(=C\c4ccccc4)CCCC3C2c2ccccc2)nc1C (configuration not stated)
0.3	-6	O=C(Cc1ccc(NC(=O)C2CCCN(C(=O)C3CCCC3)C2)cc1)Nc1cccc(C(=O)N2CCCCC2)c1 (configuration not stated)
0.9	3	O=C(Oc1cccc2c(O)cccc12)c1ccco1
0.0	-13	COc1ccc(CNC(=O)CN2C(=O)NC(c3ccccc3)(c3ccccc3)C2=O)cc1OC
-0.4	-5	COc1cc(/C=C/C(=O)Nc2ccc(S(=O)(=O)Nc3ncccn3)cc2)ccc1OCC#N
0.5	3	Cc1ccc(Sc2c(C)nn(C(=O)C3CC3)c2C)cc1
-0.9	-10	O=S1(=O)CC2N=C(N(Cc3c(F)cccc3Cl)c3ccccc3F)SC2C1 (configuration not stated)
0.2	-4	CCOc1ccc(S(=O)(=O)N2CCN(C(=O)c3ccc(Cl)c(S(=O)(=O)N4CCOCC4)c3)CC2)cc1
4.2	3	O=[N+]([O-])c1cccc(C=NN=C2c3ccccc3-c3ccccc32)c1
1.2	-11	N#Cc1c(N2CCN(c3ccc(F)cc3)CC2)nc(N)c2c(N)nc3c(c12)CC(=O)N3C1CC1
96*	-2	Cc1c(N=Nc2c(-c3ccc([N+](=O)[O-])cc3)[nH]n(C(N)=S)c2=O)cccc1[N+](=O)[O-]
-0.7	1	Cc1ccc2nc3c(cc(C(=O)NCc4ccccc4)c(=N)n3CCCn3ccnc3)c(=O)n2c1
-0.5	-5	O=C(Nc1ccc2oc(=O)c(C(=O)O)cc2c1)Oc1ccccc1
-0.4	-4	COc1cccc(CN(C)CCCn2ccc(NC(=O)OCc3ccccc3)nc2=O)c1
-0.3	-5	O=c1[nH]c(=O)n(C2OC(CO)C(O)C2O)cc1N1CCOCC1 (configuration not stated)
0.4	-3	N#CCCn1nc2c(c1N)CCC2
0.0	-27	OCC1OCOC2C(CO)OCOC12 (configuration not stated)
-1.9	8	N#CC(C#N)=C1C=CC=CN1/C(=C\c1ccco1)C(=O)c1ccc(-c2ccccc2)cc1
-0.6	-4	Cc1ccc2c(c1C)C(=O)C(=O)N2
-1.4	-4	CCOC(=O)c1c(N/C=C(\C#N)c2nc(-c3ccc(OC(C)=O)cc3)cs2)sc2c1CCC2

At a glance, 2 of the compounds above:
MPTP block	ATG4B inh	smiles
-0.6	-4	Cc1ccc2c(c1C)C(=O)C(=O)N2
-1.4	-4	CCOC(=O)c1c(N/C=C(\C#N)c2nc(-c3ccc(OC(C)=O)cc3)cs2)sc2c1CCC2

The list goes on:
MPTP block	ATG4B inh	smiles
-1.7	-6	Cc1cccn2c(=O)c3cc(C#N)c(=N)n(Cc4cccnc4)c3nc12
-2.3	-3	CC1C/C(=C\c2cccnc2)C(=O)/C(=C/c2cccnc2)C1 (configuration not stated)
8.4	4	CC1C(=O)C(C)C(c2cc(Br)ccc2O)NC1c1cc(Br)ccc1O (configuration not stated)
0.5	9	CCC1=C(c2ccc(OC)cc2)CCC(C(=O)O)C1C (configuration not stated)
1.1	-5	CC1CCN(S(=O)(=O)c2ccc3nc(-c4ccccn4)cc(C(=O)NCCN(C)Cc4ccccc4)c3c2)CC1
0.3	-1	Cc1ccc(C(=O)n2nc(-n3cccc3)c3c(C)cc(C)nc32)cc1
-2.0	1	COc1cc(C(=O)NNC(=O)COc2ccc(Br)cc2)ccc1OCC(=O)N1CCOCC1
-0.6	-2	N#Cc1ccccc1S(=O)(=O)N1CCN(C(=O)CCNS(=O)(=O)c2ccc(Cl)cc2)CC1
